TrxR1 substrate: rat thioredoxin reductase 1 substrate activity; hit rate 0.01% among 390,000; purified TrxR1 substrate turnover, NADPH consumption readout; Potency, µM (highest dose often 114 µM), without a hit: top-dose activity change, negative = substrate turnover; AID 588456; O89049; further: potency means the concentration at half of the fitted maximal effect; on the % scale 0 is the no-effect control and ±100 the full control effect; nearly all actives have a fitted effect of over 50% in size
Target sequence (O89049 whole entry, looked up): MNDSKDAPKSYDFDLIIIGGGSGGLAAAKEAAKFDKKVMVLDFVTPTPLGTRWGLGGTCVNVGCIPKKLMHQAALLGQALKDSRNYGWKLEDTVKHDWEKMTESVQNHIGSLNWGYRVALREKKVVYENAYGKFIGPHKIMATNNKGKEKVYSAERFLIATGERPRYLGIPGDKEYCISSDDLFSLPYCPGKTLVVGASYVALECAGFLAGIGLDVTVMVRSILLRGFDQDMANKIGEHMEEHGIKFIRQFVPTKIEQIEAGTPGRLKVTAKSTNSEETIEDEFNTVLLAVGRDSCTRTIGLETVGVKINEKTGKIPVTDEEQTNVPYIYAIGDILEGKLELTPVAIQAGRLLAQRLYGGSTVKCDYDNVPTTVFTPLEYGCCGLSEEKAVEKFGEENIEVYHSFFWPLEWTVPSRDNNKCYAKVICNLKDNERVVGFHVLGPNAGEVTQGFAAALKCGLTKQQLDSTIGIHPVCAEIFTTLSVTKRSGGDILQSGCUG
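Rat TrxR1, dispensed at 90 nM, was prereduced with 400 uM NADPH (final) for 5 min at ~22 deg C, then incubated with compound 15 min before 400 uM selenite. A first-read NADPH fluorescence drop versus no-compound background flagged substrates.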
USP1 inh: inhibitors of human USP1/UAF1 deubiquitinase. recombinant USP1/UAF1, Ub-Rhodamine cleavage fluorescence. Potency, µM (series often up to 57.1 µM), for the others: at the highest dose activity change, negative = inhibition, most hits filed as inhibitors. hit rate 0.23% among 390,000. AID 743255; further: potency means the concentration at half of the fitted maximal effect; on the % scale 0 is the no-effect control and ±100 the full control effect; nearly all actives have a fitted effect of over 60% in size; inactives centre near -12
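High-throughput fluorogenic screen: 1nM USP1/UAF1 complex, Ub-Rho substrate 150nM final, 50mM HEPES pH 7.8 with 0.5mM EDTA, 0.1 mg/ml BSA, 1mM TCEP and 0.01% Tween-20.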
rTrxR1 inhibitor: rat TrxR1 inhibition. O89049. recombinant rTrxR1, NADPH fluorescence consumption, selenite substrate. Potency, µM (titrated, usually from 114 µM), without a hit: top-dose activity change, negative = inhibition, most hits filed as inhibitors. hit rate 1% among 390,000. AID 588453; further: potency means the concentration at half of the fitted maximal effect; on the % scale 0 is the no-effect control and ±100 the full control effect; nearly all actives have a fitted effect of over 65% in size
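Rat TrxR1 (90 nM in the dispensed reagent) was pre-reduced with 400 uM NADPH for 5 min at room temperature, then incubated with compound for 15 min. After 400 uM selenite was added, NADPH fluorescence (Ex 340/Em 450 nm) was followed for 8 min.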
D2 antagonist: antagonists of human D2 dopamine receptor; HEK293 TREx D2 cells, calcium flux, dopamine EC80; inhibition, % at 10 µM; hit rate 2% among 340,000; in the data active means inhibition above about 30%; further: 0% is about no effect
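Inhibition of EC80 dopamine-driven calcium flux, recorded kinetically, defines activity here; cells are a tetracycline-induced HEK293 T-REx line expressing force-coupled D2.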
TRHR agonist: agonists of human TRH receptor | P34981 | TRHR cells, calcium flux fluo-8, FDSS agonist mode | activation, % at 2 µM | hit rate 0.18% among 360,000 | AID 493084; in the data active means activation above about 30%; further: 0% is about no effect
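TRHR-expressing cells, plated overnight in medium with 10% serum, were loaded with fluo-8 calcium dye at room temperature. After a 10 s baseline, library compound was pin-added and calcium release was recorded kinetically (ex 480/em 530) as agonist response.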
PI4K2A block: inhibitors of human PI4K2A; Q9BTU6; purified PI4K2A, ADP-Glo luminescence, 1 h; stronger effect = lower value; activity change, negative = inhibition, % at 76.9 µM; hit rate 0.13% among 420,000; in the data active means activity change below about -50%; inconclusive means mostly about -30% to -49%;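 further: -100% = wells without enzyme as full effect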
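In this quantitative HTS, ADP production by PI4K2A was quantified luminescently after 1 h at ambient temperature; 100 microM adenosine served as plate-quality control.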
IDH1 R132H inh: human IDH1 R132H inhibition; IDH1-R132H enzyme, NADPH consumption, diaphorase/resazurin fluorescence; Potency, µM (doses to about 76.6 µM), for inactives: top-dose activity change, negative = inhibition, actives largely listed as inhibitors; hit rate 0.093% among 390,000; further: potency means the concentration at half of the fitted maximal effect; on the % scale 0 is the no-effect control and ±100 the full control effect; nearly all actives have a fitted effect of over 65% in size
Target sequence (O75874 whole entry R132H, stated change not applied): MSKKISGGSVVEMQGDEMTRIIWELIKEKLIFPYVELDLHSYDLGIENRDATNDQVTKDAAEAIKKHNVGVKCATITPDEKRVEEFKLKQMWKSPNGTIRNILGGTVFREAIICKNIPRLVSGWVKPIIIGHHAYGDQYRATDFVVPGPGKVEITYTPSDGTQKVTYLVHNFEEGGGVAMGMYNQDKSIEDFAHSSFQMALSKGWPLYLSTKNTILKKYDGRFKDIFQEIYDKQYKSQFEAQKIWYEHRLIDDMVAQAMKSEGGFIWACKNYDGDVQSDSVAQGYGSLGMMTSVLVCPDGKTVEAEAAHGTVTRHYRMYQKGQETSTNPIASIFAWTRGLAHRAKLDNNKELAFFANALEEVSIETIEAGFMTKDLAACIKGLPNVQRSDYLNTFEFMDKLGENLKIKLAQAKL
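IDH1-R132H (0.5 ug/mL) preincubated 30 min with compound, then NADPH (0.016 mM) and alpha-KG (2 mM) added; 80 min at RT, pH 7.5. Remaining NADPH coupled via diaphorase/resazurin to fluorescence (540/590 nm); concentration-response curves normalized to no-enzyme control.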
D2 ag: agonists of human D2 dopamine receptor; HEK293 T-REx D2 cells, calcium flux agonist mode; activation, % at 2 µM; hit rate 0.53% among 340,000; AID 485358;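 active means activation over 3 SD above normal in the single-dose calcium agonist read, cut at about 30% in these data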; further: 0% is about no effect
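Calcium-flux readout, 1 cycle/sec over 180 s following compound pin transfer, in inducible HEK293 Trex D2 cells (force-coupled); dopamine controls included. Positive calcium responses during this window marked compounds as potential agonists.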
TRHR PAM: TRH receptor (human) allosteric enhancement; TRHR cells, fluo-8 calcium fluorescence, EC20 TRH enhancement; enhancement, % at 2 µM; hit rate 0.66% among 360,000; in the data active means enhancement above about 30%; further: 0% is about no effect
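TRHR-expressing cells loaded with fluo-8 calcium dye were read kinetically (ex 480/em 530) during compound addition, then stimulated with an EC20 of TRH (10 nM final). Enhancement of the Gq-mediated intracellular calcium response was scored.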
Starred values were filed as active, the others as inactive; ? = inconclusive; / = not tested or not shown; [ ] = dose if it differs, or a comment. Unless noted, the call rests on the fitted dose curve; in most records, active means well fitted inhibition curve with a large enough effect; inconclusive means small, poorly fitted or top-dose-only effect; inactive means no such curve, though single readings can be large or run the other way.

SMILES	TrxR1 substrate	USP1 inh	rTrxR1 inhibitor	D2 antagonist	TRHR agonist	PI4K2A block	IDH1 R132H inh	D2 ag	TRHR PAM
CC1Cc2nc(SCC(=O)NCc3ccco3)n(Cc3ccccc3)c(=O)c2S1 (stereo unspecified)	-15%	-16%	7%[57.1 µM]	8	-0.9	-4	-3%	-1.6	1
COCCCNC(=O)/C=C1\Sc2ccccc2N(Cc2ccccc2F)C1=O	1%	-8%	10%	12	-0.3	-1	9%	-0.2	-14
CCOC(=O)NC(=O)/C(C#N)=N\Nc1ccc(Cl)cc1	-14%	-5%	12%[57.1 µM]	7	0.0	6	6%	0.1	1
O=[N+]([O-])c1ccccc1/C=N/NC1=NS(=O)(=O)c2ccccc21	-12%	-8%	6%	-25	0.6	-7	-11%	13	-13
Cc1ccc(S(=O)(=O)N(c2nc(NC(C)C)nc(NC(C)C)n2)n2cnnc2)cc1	-3%	-17%	-11%	8	-0.7	8	4%	-0.9	-4
CCc1ccc(C(=O)NNC(=O)c2cccc(N3C(=O)CCC3=O)c2)cc1	-7%	-5%	3%	3	0.1	-2	-2%	-0.1	2
CC12CCCc3c(O)cc(=O)n(c31)-c1ccccc12 (stereo unspecified)	2%	-9%	-21%	1	0.3	-3	1%	0.5	2
CN(c1ccccc1)S(=O)(=O)c1cccc(C(=O)NCCc2c[nH]c3ccccc23)c1	-3%	-14%	8%	/	/	-7	-4%	/	/
COc1cccc(-c2cc(C(=O)NCC3CCCO3)c3ccccc3n2)c1 (stereo unspecified)	-1%	-15%	-16%	10	-0.1	3	1%	0.9	1
Cc1cc(C)c(/C=N/NC(=O)c2nnn(-c3nonc3N)c2CN2CCC(C)CC2)c(C)c1	-6%	-24%	7%	-6	0.6	-5	-6%	-0.5	-1
Cc1cc(C)nc(SCC(=O)Nc2nc(-c3ccccc3)c(-c3ccccc3)o2)n1	2%	-19%	-9%	-3	-1.3	5	4%	-0.5	11
Cc1ccccc1Cn1cc(NC(=O)c2cc3nc(-c4ccco4)cc(C(F)(F)F)n3n2)cn1	17%[57.1 µM]	-4%	-10%[57.1 µM]	-3	0.8	-1	10%	0.4	9
O=C1c2ccc(Oc3ccc([N+](=O)[O-])cc3)cc2C(=O)N1CCCO	3%	-16%	28%	7	-0.3	3	-9%	0.9	4
O=C(CN1CCCC1)Nc1ccc(F)cc1	-1%[57.1 µM]	4%	7%[11.4 µM]	6	-0.8	2	3%	-0.4	-4
CC(C)c1ccc(CNCCSc2nnnn2-c2ccccc2)cc1	-4%	-13%	21%	/	-0.4	2	-6%	-0.6	6
COC(C(=O)Nc1ccc(S(=O)(=O)Nc2cccc3ccccc23)cc1)c1ccccc1 (stereo unspecified)	-3%	-14%	1%	-8	2.7	-2	-3%	4.1	5
CCc1ccc(-n2cnc3cc(C(=O)NCC(OC)OC)ccc32)cc1	8%	-25%	25%	-1	0.4	1	-7%	0.6	-7
Cc1ccc(-n2ncc3c2CC(C)(C)CC3NC(=O)CCCN2CCCCC2=O)cc1 (stereo unspecified)	3%[57.1 µM]	-2%	10%[57.1 µM]	-3	-0.7	20	-3%	0.1	11
CCCCCCOC(=O)C(C#N)c1nc2ccccc2nc1N1CCCCC1 (stereo unspecified)	-6%	-8%	8%	-11	0.1	3	2%	-2.3	-2
CC(C)[C@H](NC(=O)C1CC(=O)N(c2ccc(F)cc2)C1)C(=O)N1CCCCC1 (stereo partly specified)	3%[57.1 µM]	-6%	14%[57.1 µM]	19	0.0	-4	0%	0.9	-2
CN(C(=O)COC(=O)c1ccccc1NC(=O)c1ccco1)C1CCS(=O)(=O)C1 (stereo unspecified)	3%	-14%	17%[57.1 µM]	-13	0.2	0	-5%	2.4	10
COc1cc(NC(=O)Cn2c(SCc3ccc(F)cc3)nc3cccnc32)cc(OC)c1	-4%	-2%	-8%	/	1.7	-3	14%	0.7	-1
CC(=O)NCC(=O)N(C)C(C(=O)Nc1ccc(C(C)C)cc1)c1ccccc1 (stereo unspecified)	12%[57.1 µM]	-3%	20%[57.1 µM]	/	0.4	2	3%	/	-5
O=C(CSc1ccc2nnc(-c3cccs3)n2n1)N1CCCC1	-1%[57.1 µM]	-9%	15%[57.1 µM]	11	-0.5	-16	7%	0.0	2
O=C(CCn1c(=O)[nH]c2ccsc2c1=O)N1CCN(c2cccc(Cl)c2)CC1	-10%	-7%	-10%	-4	-1.7	0	5%	-0.5	8
Cc1cccc(NC(=O)Cn2c(=O)n(CC3CCC(C(=O)NCCc4ccccc4)CC3)c(=O)c3ccccc32)c1 (stereo unspecified)	-7%	-26%	-13%	/	-0.2	-4	-2%	-0.1	15
CN1C(=O)C(CC(=O)Nc2ccc(F)cc2)N(CCCc2ccccc2)C1=S (stereo unspecified)	-17%	-25%	-15%	13	2.1	-18	0%	-0.2	2
CCOC(=O)CN1CC23C=CC(O2)C(C(=O)NCc2cccs2)C3C1=O (stereo unspecified)	8%	-8%	13%	0	-0.4	-5	-3%	1.0	10
O=C(NCc1nnc2c(C(F)(F)F)cc(Cl)cn12)c1cccnc1	5%	-24%	29%	4	0.4	4	-3%	-0.3	2
COc1cccc(NC(=O)CSc2nc3c([nH]c4ccccc43)c(=O)n2-c2cccc(Cl)c2)c1	10%[57.1 µM]	-27%	34%[57.1 µM]	/	0.2	1	11%	/	1
S=C1NC2(CCCCCC2)N=C1c1ccccc1	-1%	-21%	3%	-3	-0.1	3	5%	-0.3	-5
CC(Sc1cccc[n+]1[O-])C(=O)Nc1cccc(S(=O)(=O)N2CCOCC2)c1 (stereo unspecified)	0%	-6%	9%	-6	-0.1	1	2%	0.3	2
NC(=O)c1c(NC(=O)C2CCCO2)sc2c1CCCC2 (stereo unspecified)	-10%	-21%	-21%	/	0.8	-3	-2%	/	10
O=C(O)CC1SC(=O)N(Cc2ccccc2)C1=O (stereo unspecified)	13%[57.1 µM]	-12%	15%[57.1 µM]	-4	-0.3	2	-3%	-0.8	-3
O=C(O)CCCC(=O)Nc1cc([N+](=O)[O-])ccc1O	-14%	-12%	5%	-5	0.8	1	-3%	0.3	2
O=C(c1ccccc1Cl)N1CCCC(c2nc3c(nnn3Cc3ccccc3)c(=O)[nH]2)C1 (stereo unspecified)	-1%	1%	26%	5	0.0	-2	1%	0.8	-8
CCOc1ccc(N(CC)S(=O)(=O)N2CCCC(C(=O)NCCc3ccc(OC)cc3)C2)cc1 (stereo unspecified)	-4%	-9%	9%	/	0.3	0	7%	1.0	0
COc1ccc(C(C)=O)c(OC(=O)c2ccc(OC)c(OC)c2)c1	5%	-10%	20%	-2	-0.2	-3	4%	0.9	4
COc1ccc(-n2c(CNC(=O)COc3ccccc3)n[nH]c2=S)cc1	3%	-20%	-2%	7	-0.4	-1	0%	-0.5	-1
O/N=C1/CCCSc2ccccc21	-3%	4%	10%	0	-0.3	0	2%	-0.1	26

Reformatted: entries from further up.
canonical_smiles,TrxR1 substrate,USP1 inh,rTrxR1 inhibitor,D2 antagonist,TRHR agonist,PI4K2A block,IDH1 R132H inh,D2 ag,TRHR PAM
S=C1NC2(CCCCCC2)N=C1c1ccccc1,-1%,-21%,3%,-3,-0.1,3,5%,-0.3,-5
CN(C(=O)COC(=O)c1ccccc1NC(=O)c1ccco1)C1CCS(=O)(=O)C1 (stereo unspecified),3%,-14%,17%[57.1 µM],-13,0.2,0,-5%,2.4,10
COc1cccc(NC(=O)CSc2nc3c([nH]c4ccccc43)c(=O)n2-c2cccc(Cl)c2)c1,10%[57.1 µM],-27%,34%[57.1 µM],/,0.2,1,11%,/,1
CC(Sc1cccc[n+]1[O-])C(=O)Nc1cccc(S(=O)(=O)N2CCOCC2)c1 (stereo unspecified),0%,-6%,9%,-6,-0.1,1,2%,0.3,2
CN1C(=O)C(CC(=O)Nc2ccc(F)cc2)N(CCCc2ccccc2)C1=S (stereo unspecified),-17%,-25%,-15%,13,2.1,-18,0%,-0.2,2

(list continues)
SMILES	TrxR1 substrate	USP1 inh	rTrxR1 inhibitor	D2 antagonist	TRHR agonist	PI4K2A block	IDH1 R132H inh	D2 ag	TRHR PAM
CCOc1cc(/C=N/NC(=O)c2cccc([N+](=O)[O-])c2)ccc1OS(=O)(=O)c1ccccc1	-4%	-16%	18%	-8	0.4	-6	9%	0.2	-7
C/C(=N\N1CCN(c2ccccc2)CC1)c1ccc(O)cc1	-4%	-10%	12%	1	-0.1	-3	0%	0.6	-6
Cc1[nH]c2c(C)cccc2c1CCNC(=O)c1ccc2c(c1[N+](=O)[O-])C(=O)c1ccccc1C2=O	-4%	-28%	-5%	-5	-0.3	-4	7%	-0.3	5
Cc1cccc(OCc2nnc(SCC(=O)NC3CCCC3)n2C)c1	-6%[57.1 µM]	-16%	18%[57.1 µM]	/	0.9	-2	-5%	/	2
CCOC(=O)C1(Cc2cccc(Cl)c2)CCCN(C(=O)c2c(CC)noc2C)C1 (stereo unspecified)	0%	-12%	16%	-7	0.2	-1	-2%	-0.4	-1
O=C(CSc1cn(CCNC(=O)c2ccc3ccccc3c2)c2ccccc12)NCc1ccco1	3%[57.1 µM]	-2%	?	17	0.0	-2	-6%	-0.6	1
O=Cc1cccn1-c1ncc(Br)cn1	2%	-1%	-2%[57.1 µM]	11	0.4	-6	11%	3.0	3
Cc1cccc(Cn2c(=O)n(CC3CCC(C(=O)NC(C)C)CC3)c(=O)c3sccc32)c1 (stereo unspecified)	-1%[57.1 µM]	-13%	12%[57.1 µM]	/	0.5	2	-15%	/	3
Fc1ccc(-c2ccc(NCCN3CCOCC3)nn2)cc1	3%	-2%	13%	-1	0.2	13	0%	1.5	1
CC1=C2C(CCS2(=O)=O)CC2(C1)C(=O)OC(C)(C)OC2=O (stereo unspecified)	4%	-16%	-5%	-3	0.2	-5	-5%	0.2	2
CC(C)NC(=O)Nc1ccc2c(c1)C(=O)N([C@H](C)CO)C[C@H](C)[C@@H](CN(C)S(=O)(=O)c1ccccc1)O2	-6%	21%	-11%	/	/	-2	-7%	/	/

Assay outcomes as filed in PubChem BioAssay.
